L3MBTL1 inh: qHTS Assay for the Inhibitors of L3MBTL1; Lethal(3)malignant brain tumor-like protein 1 (Homo sapiens), Q9Y468; AlphaScreen L3MBTL1–H3K9me1 peptide binding; Potency, µM (highest dose often 57.1 µM), for the others: at the top dose activity, negative = inhibition, hits mostly inhibitors; 0.66% of 230,000 active; further: nearly all actives have a fitted effect of over 60% in size
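AlphaScreen proximity signal between nickel-chelate acceptor and streptavidin donor beads (final 10 ug/mL) reports binding of 50 nM L3MBTL1 to 75 nM biotin-H3 K9me1 peptide; complex incubated with compounds 30 min at room temperature; cefsulodin titration as control.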
TRb-SRC2 inh: qHTS for Inhibitors of the Interaction of Thyroid Hormone Receptor and Steroid Receptor Coregulator 2 | Thyroid hormone receptor beta (Homo sapiens), P10828 | TRbeta-SRC2 peptide binding, fluorescence polarization; receptor liganded with 1 µM T3 | Potency, µM (top dose mostly 106 µM), for inactives: at the top dose activity change, negative = inhibition, actives largely listed as inhibitors | 0.065% of 280,000 active;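 further: plate controls were bound peptide for no effect and peptide without receptor for full effect; nearly all actives have a fitted effect of over 50% in size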
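Each compound concentration gave % activity, normalized to unbound and bound Texas Red SRC2 controls, from polarization read after 5 hr ambient incubation with T3-loaded human TRb LBD.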
GAA inhib: qHTS Assay for Inhibitors of Human alpha-Glucosidase as a Potential Chaperone Treatment of Pompe Disease; Lysosomal alpha-glucosidase (Homo sapiens), P10253; purified human GAA, 4-MU-alpha-glucoside fluorescence; Potency, µM (doses to about 76.9 µM), without a hit: at the highest dose activity change, negative = inhibition, actives largely listed as inhibitors; 0.005% of 200,000 active; AID 1466, 2008;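 further: plate controls were uninhibited enzyme wells for no effect and no-enzyme background for full effect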
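AC50 values come from Hill fits of compound titrations (up to 77 uM) against 4 nM human enzyme. Substrate 4-methylumbelliferyl-alpha-D-pyranoside at 400 uM, pH 5.0 citrate buffer, 20 min room temperature; fluorescence Ex 365/Em 440 after alkaline stop.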
GoLoco inh red: qHTS Assay for Inhibitors of RGS12 GoLoco Motif Activity (Red Fluorophore); Gai1:RGS12 GoLoco peptide FP, rhodamine, 10 min; Potency, µM (top dose mostly 61.6 µM), for the others: top-dose activity, negative = inhibition, hits mostly inhibitors; 0.44% of 230,000 active; AID 880, 2007; active means well fitted inhibition curve with a large enough effect, not every such curve was filed as active; inactive means no such curve, though single readings can be large or run the other way; further: nearly all actives have a fitted effect of over 30% in size; many of its hits are not listed in these tables
Target sequence (P63096 whole entry, looked up): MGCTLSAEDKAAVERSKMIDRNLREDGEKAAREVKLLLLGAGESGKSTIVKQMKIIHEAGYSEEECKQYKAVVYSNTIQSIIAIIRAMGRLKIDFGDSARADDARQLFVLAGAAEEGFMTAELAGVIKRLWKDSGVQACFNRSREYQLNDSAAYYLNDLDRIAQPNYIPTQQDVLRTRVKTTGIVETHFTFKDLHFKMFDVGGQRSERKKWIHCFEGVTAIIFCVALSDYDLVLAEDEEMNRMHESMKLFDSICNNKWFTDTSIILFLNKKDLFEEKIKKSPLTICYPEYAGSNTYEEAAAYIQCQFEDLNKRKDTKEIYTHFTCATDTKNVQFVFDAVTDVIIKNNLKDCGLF
RECQ1 helicase: qHTS Assay for Inhibitors of RecQ-Like Dna Helicase 1 (RECQ1); RECQ1 DNA unwinding, red fluorescence kinetic read; 0.54% of 240,000 active; Potency, µM (highest dose often 57.3 µM), without a hit: at the top dose activity, negative = inhibition, usual class: inhibitors; ATP-dependent DNA helicase Q1 (Homo sapiens), P46063;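 further: plate controls were vehicle for no effect and no enzyme for full effect; nearly all actives have a fitted effect of over 30% in size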
Target sequence (P46063 whole entry, looked up): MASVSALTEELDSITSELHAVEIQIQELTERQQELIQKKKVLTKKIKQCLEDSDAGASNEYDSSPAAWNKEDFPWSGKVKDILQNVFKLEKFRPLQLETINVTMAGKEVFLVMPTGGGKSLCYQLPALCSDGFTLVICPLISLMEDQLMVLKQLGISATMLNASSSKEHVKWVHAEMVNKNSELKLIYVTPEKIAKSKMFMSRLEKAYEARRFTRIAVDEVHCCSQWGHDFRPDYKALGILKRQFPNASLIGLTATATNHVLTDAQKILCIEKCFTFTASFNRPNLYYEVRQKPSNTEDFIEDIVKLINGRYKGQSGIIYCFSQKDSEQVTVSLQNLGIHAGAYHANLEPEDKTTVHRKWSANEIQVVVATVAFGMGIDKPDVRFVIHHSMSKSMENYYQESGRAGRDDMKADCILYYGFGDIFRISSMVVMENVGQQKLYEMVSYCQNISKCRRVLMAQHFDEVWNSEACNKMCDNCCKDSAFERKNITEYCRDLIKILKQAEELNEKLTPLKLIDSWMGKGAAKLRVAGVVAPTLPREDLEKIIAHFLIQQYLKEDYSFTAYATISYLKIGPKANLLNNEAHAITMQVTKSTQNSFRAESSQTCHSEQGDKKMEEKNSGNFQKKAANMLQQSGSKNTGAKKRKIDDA
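RECQ1T1 50 nM; forked duplex (20 bp + 30-nt ss tails) 200 nM, ATP 2 mM final; pH 8.0, 2 mM MgCl2, 2.5 ug/ml poly(dI-dC); 15 min compound preincubation; discontinuous kinetic read over 2 h at RT.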
TexasRed fluor: Total Fluorescence Counterscreen for Inhibitors of the Interaction of Thyroid Hormone Receptor and Steroid Receptor Coregulator 2; TRb/SRC2 Texas Red total fluorescence interference; Potency, µM (doses to about 106 µM), inactives show at the highest dose fluorescence change, negative = quenching; 0.29% of 280,000 active; active means well fitted curve in either direction with a large enough effect; inconclusive means small, poorly fitted or top-dose-only effect
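Human TRβ ligand-binding domain (0.6 uM) and Texas Red SRC2 peptide (20 nM) in Tris buffer with 1 uM T3 and 5% DMSO were incubated with pinned compound for 5 hr at ambient temperature. Total fluorescence was computed as S + 2P (555/632 nm).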
GAA spleen mod: qHTS Assay for Inhibitors and Activators of Human alpha-Glucosidase From Spleen Homogenate; Lysosomal alpha-glucosidase (Homo sapiens), P10253; human spleen homogenate, 4-MU-alpha-glucoside fluorescence; Potency, µM (top dose mostly 79.9 µM), for inactives: top-dose activity change, negative = inhibition, hits mostly inhibitors; 0.006% of 240,000 active; AID 2112, 2009;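 further: 0% = enzyme with vehicle and -100% = no enzyme basal signal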
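AC50 values come from Hill-equation fits of concentration-response data, normalized to no-enzyme and full-activity controls. Enzyme source: 1 ug human spleen homogenate; 1 mM fluorogenic 4-MU glucoside, pH 5.0 citrate buffer, 37 C, 40 min.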
GAA glycogen mod: qHTS Assay for Inhibitors and Activators of Human alpha-Glucosidase Cleavage of Glycogen; Lysosomal alpha-glucosidase (Homo sapiens), P10253; recombinant GAA, glycogen substrate, Amplex Red glucose oxidase fluorescence; Potency, µM (series often up to 76.4 µM), for the others: top-dose activity change, negative = inhibition, actives largely listed as inhibitors; 0.38% of 300,000 active;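 further: 0% = full enzyme reaction and -100% = no-enzyme basal signal; the screen sought inhibitors and activators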
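Recombinant human enzyme (4 nM); glycogen substrate; 37 C, 40 min, pH 5.0. Readout: coupled glucose oxidase/Amplex Red fluorescence.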
The depositor's hits bear a star; i = inactive; ? = inconclusive; . = not tested or not shown; & = joins results of further samples; [ ] = remark or other dose. Unless noted, the call rests on the fitted dose curve; in most records, active means well fitted curve in the direction sought with a large enough effect; inconclusive means small, poorly fitted or top-dose-only effect, or another doubt; inactive means no such curve, though single readings can be large; an effect the other way counts as inactive or inconclusive. Unless noted, on the % scale 0 is the no-effect control and ±100 the full control effect; potency means the concentration at half of the fitted maximal effect. Not all compounds are listed; rates above refer to the full screens.

Start of the data: the first 2 entries (preview)
SMILES	L3MBTL1 inh	TRb-SRC2 inh	GAA inhib	GoLoco inh red	RECQ1 helicase	TexasRed fluor	GAA spleen mod	GAA glycogen mod
O=C(Nc1ccccc1)c1cc([N+](=O)[O-])ccc1NC1CCCCC1	-7%	-2%	-5%	.	-4%	-4%	0%	6%
CCOc1ccc(Nc2nc(Cl)nc(NCCO)n2)cc1	2%	-2%	3%	6%	-5%	-7%	-8%	10%

This part in full (from the top)
SMILES	L3MBTL1 inh	TRb-SRC2 inh	GAA inhib	GoLoco inh red	RECQ1 helicase	TexasRed fluor	GAA spleen mod	GAA glycogen mod
O=C(Nc1ccccc1)c1cc([N+](=O)[O-])ccc1NC1CCCCC1	-7%	-2%	-5%	.	-4%	-4%	0%	6%
CCOc1ccc(Nc2nc(Cl)nc(NCCO)n2)cc1	2%	-2%	3%	6%	-5%	-7%	-8%	10%
Cc1cc(C)c2c(=O)[nH]c(SCc3ccc([N+](=O)[O-])cc3)nc2n1	.	-6%	2%	10%	7%	-2%	-1%	5%
COc1ccc(NC(=O)CC2C(=O)N(C)C(=S)N2CCc2ccccc2F)cc1 (centres undefined)	-4%	-1%	-3%	5%	-8%	0%	-12%	-18%
NCCC(=O)N[C@H](Cc1cnc[nH]1)C(=O)O	.	-4%	.	3%	-2%	-3%	2%	.
CN1CCN(Cc2cc(=O)oc3ccc(Cl)cc23)CC1	-7%	-6%	7%	-1%	-6%	-1%	-1%	4%
Cc1ccc2c(CC(=O)NCc3cccs3)coc2c1	-4%	-2%	5%	-5%	i	0%	-2%	-3%
CNC(=S)N(Cc1ccc(OC)cc1)Cc1cc2cc(C)ccc2[nH]c1=O	2%	6%	2%	0%	i	-1%	-1%	8%
Cc1n[nH]c(C)c1S(=O)(=O)N1CCN(C(=O)c2ccco2)CC1	6%	-14%	-3%	-22%	7%	1%	-5%	0%
c1ccc2c(c1)CCOC2CNCCCN1CCCCC1 (centres undefined)	-8%	1%	1%[15.4 µM]	11%	2%	3%	-6%	6%
CC1NC(C(=O)O)Cc2c1[nH]c1ccccc21 (centres undefined)	.	-1%	.	4%	11%	-3%	1%	.
O=C(C1CCCN(S(=O)(=O)c2cnc[nH]2)C1)N1CC(=O)N(CCc2ccccc2)C(=O)C1 (centres undefined)	10%	1%	3%	-12%	2%	-3%	-8%	0%
CCOC(=O)c1cc2c(nc1NC(=S)Nc1ccccc1)CC(C)(C)OC2	?	0%	2%	2%	-7%	2%	3%	18%
O=S(=O)(c1ccc(Cl)cc1)N(CCCN1CCOCC1)Cc1cccs1	.	-6%	?	-8%	-1%	-3%	-17%	5%
Cc1ccccc1Cn1c2ccccc2c2cnn(CC(=O)N3CCN(c4ccccc4)CC3)c(=O)c21	.	-4%	-6%	15%	-6%	-3%	1%	2%
CCCCNC(=O)CSc1cc(=O)n(C)c2ccccc12	0%	5%	-2%	-1%	-3%	2%	-5%	2%
Cc1ccc(S(=O)(=O)NCc2c(Cl)cccc2Oc2ccccc2)cc1	23%	5%	.	4%	-16%	-3%	2%	-3%
CC1=NN(C(=O)c2ccc(Cn3ccc([N+](=O)[O-])n3)cc2)C(O)(C(F)(F)F)C1 (centres undefined)	1%	-4%	0%	-5%	-1%	-4%	1%	6%
Nc1nc(Nc2ccccc2)nc(NCCO)c1[N+](=O)[O-]	-6%	1%	.	-5%	-17%	-4%	-6%	2%
COc1ccc(-c2csc(NC(=O)CCCc3cccs3)n2)cc1	1%	-5%	-1%	12%	-2%	1%	-7%	11%
Cn1nnc2cc(C(=O)NC3CCCCC3)ccc21	.	0%	-7%	5%	i	1%	-16%	-9%
CCOc1ccc(Oc2nc(C)cc(OC)n2)nn1	-4%	3%	1%	-5%	4%	0%	-14%	0%
COC(=O)C(Cc1ccc(O)cc1)NC(=O)C(C)Oc1ccccc1 (centres undefined)	23%[11.4 µM]	5%	-2%	5%	i	0%	-5%	-29%
CCc1cc2cc(C)c(C)cc2nc1SCC(=O)Nc1cc(C)on1	1%	2%	12%	2%	i	-2%	2%	-12%
CCOc1ccc(C(=O)COC(=O)CC)cc1	1%	6%	-15%	4%	2%	0%	-5%	3%
(cont.)
SMILES	L3MBTL1 inh	TRb-SRC2 inh	GAA inhib	GoLoco inh red	RECQ1 helicase	TexasRed fluor	GAA spleen mod	GAA glycogen mod
CC(C)[C@H](NC(=O)[C@@H](Cc1c[nH]c2ccccc12)NC(=O)[C@H](Cc1ccc(O)cc1)NC(=O)[C@@H](N)CC(=O)O)C(=O)N[C@H](Cc1c[nH]c2ccccc12)C(=O)N[C@H](Cc1c[nH]c2ccccc12)C(=O)N[C@@H](CCCCN)C(N)=O	.	5%	.	.	20µM*	-13%	4%	.
NCCCCCCNS(=O)(=O)c1cccc2c(Cl)cccc12	.	4%&3%&-17%&-1%	.	-3%&4%&-13%&7%	-8%&-2%&-3%&-6%	?	-13%&-3%&-9%&3%	.
COc1ccc(C)cc1S(=O)(=O)N(CC(=O)O)c1ccc(C)cc1	.	3%	-4%	8%	-2%	0%	-2%	3%
O=C(NCc1ccco1)c1ccc(-c2ccc(Cl)cc2)o1	-11%	0%	10%	8%	?	-1%	-7%	-8%
O=C(CC1Oc2ccccc2NC1=O)NCCCN1CCN(Cc2ccccc2)CC1 (centres undefined)	.	9%	2%	4%	-3%	2%	-3%	10%
CCC(C)C(=O)Nc1nc(C)c(-c2csc(Nc3ccc(Cl)cc3)n2)s1 (centres undefined)	-4%	2%	12%	80%[activator]	-6%	25%	-6%	-23%
CC1(C)CC(=O)C(C=NCCN2CCN(C(=O)C34CC5CC(CC(C5)C3)C4)CC2)=C(O)C1	.	5%	-11%	-4%	-14%	2%	-3%	-4%
O=C(NCc1ccco1)c1c2c(nc3ccccc13)CCC2	?	2%	-1%	19%	28µM*	-6%	-5%	3%
CCOc1ccc2nc3c(cc2c1)CN(CCOC)C(=NCCOC)S3	3%	-9%	8%	0%	-3%	-2%	-2%	7%
Cc1cc(NC(=O)C2C3C(=O)N(Cc4ccc(Cl)cc4)C(C(=O)NCc4ccccc4)C34C=CC2(C)O4)no1 (centres undefined)	.	5%	-1%	6%	-2%	0%	-2%	-2%
Cc1ccc(OCC(=O)NCc2ccccn2)c(Br)c1	4%	-10%	-2%	8%	i	-1%	4%	5%
O=C(Oc1c(-c2ccco2)oc2ccccc2c1=O)c1cccnc1	1%	5%	-2%	12%	i	-7%	-7%	?
CN(C)c1nc(NCc2ccccc2)nc(N/N=C/c2ccc3c(c2)OCO3)n1	-3%	-3%	-33%	-5%	10%	-3%	0%	1%
CC(C)CC(NC(N)=O)C(=O)Nc1cccc([N+](=O)[O-])c1 (centres undefined)	.	3%	-5%	-4%	-6%	-2%	3%	5%
Fc1ccc(NC(=S)NN=C2CCCCCC2)cc1	-11%	-8%	8%	11%	-7%	-2%	4%	?
Cc1ccn2c(Nc3ccccc3C)c(-c3ccccn3)nc2c1	.	-1%&-5%	0%	5%	-2%	-2%&-7%	-5%	4µM*
Cc1ccn2cc(CNS(=O)(=O)c3ccc4c(c3)OCCO4)nc2c1	6%	7%	5%	8%	0%	1%	3%	2%
Cc1cc(N2CCC(C(=O)N3CCN(c4cccc(C)c4C)CC3)CC2)n2ncnc2n1	-3%	5%	-9%	0%	i	-4%	-5%	-12%
Cc1cc(NC(=O)Cn2c(=O)c3c(ncn3CC(C)C)n(Cc3ccccc3)c2=O)no1	-2%	-16%	-3%	3%	i	0%	-8%	-6%
Cc1ccc(C)c(S(=O)(=O)N2CCN(CC(=O)Nc3ccc([N+](=O)[O-])cc3)CC2)c1	-5%	4%[53 µM]	-11%	6%	-6%	-3%[53 µM]	-8%	-3%
Cc1ccccc1NC(=O)NCCN1C(=O)C2C3C=CC(C3)C2C1=O (centres undefined)	-1%	-7%	-12%	2%	-3%	-2%	-11%	1%
Cc1ccc([N+](=O)[O-])cc1S(=O)(=O)N1CCC(C)CC1	-17%	-7%	15%	10%	-4%	0%	-10%	-10%
Cc1cc(C(=O)NCC(=O)OCC(=O)N(C2CCCCC2)C2CCCCC2)ccc1[N+](=O)[O-]	-8%	-6%	?	1%	-5%	0%	-3%	-2%
CCn1c(CSc2nc(C)cc(C)n2)nnc1SCC(=O)Nc1cccc2ccccc12	.	6%	-5%	9%	-2%	0%	3%	2%
COc1cccc(NC(=O)COC(=O)c2nc3nccc(C)n3n2)c1	-7%	8%	1%	19%	-4%	1%	-8%	9%
CC(=O)c1c(C)[nH]c(C(=O)NC2CCCCC2)c1C	3%	-12%	3%	-1%	-10%	1%	-1%	-1%
O=C(O)CC1(c2ccccc2)C(=O)c2ccccc2C1=O	-5%	-28%	-4%	-1%	-4%	2%	5%	-7%
CCN(CC)CCCNC(=O)C1CCC(=O)N(c2ccc(OC)cc2)C1c1ccc(F)cc1 (centres undefined)	4%	-12%	1%	8%	-11%	2%	1%	-8%

Part of the list above in a different format.
SMILES,L3MBTL1 inh,TRb-SRC2 inh,GAA inhib,GoLoco inh red,RECQ1 helicase,TexasRed fluor,GAA spleen mod,GAA glycogen mod
O=C(Oc1c(-c2ccco2)oc2ccccc2c1=O)c1cccnc1,1%,5%,-2%,12%,i,-7%,-7%,?
CN(C)c1nc(NCc2ccccc2)nc(N/N=C/c2ccc3c(c2)OCO3)n1,-3%,-3%,-33%,-5%,10%,-3%,0%,1%
CC(C)CC(NC(N)=O)C(=O)Nc1cccc([N+](=O)[O-])c1 (centres undefined),.,3%,-5%,-4%,-6%,-2%,3%,5%
Fc1ccc(NC(=S)NN=C2CCCCCC2)cc1,-11%,-8%,8%,11%,-7%,-2%,4%,?

Compound activity deposited in PubChem by National Center for Advancing Translational Sciences (NCATS).
